Screening results (PubChem)
APJ antagonist = blocks the human apelin receptor APJ | P35414 | CHO-K1 APJ beta-arrestin complementation, luminescence | inhibition, % at 20 µM | actives 0.32% (n = 330,000);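 active = inhibition above about 40% at 20 µM, limit read from the data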;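 also: cells challenged with 10 nM apelin-13 agonist together with compound; plate controls were apelin-13 plus DMSO wells for no effect and DMSO wells lacking apelin-13 for full effect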
Target sequence (P35414 whole entry, looked up): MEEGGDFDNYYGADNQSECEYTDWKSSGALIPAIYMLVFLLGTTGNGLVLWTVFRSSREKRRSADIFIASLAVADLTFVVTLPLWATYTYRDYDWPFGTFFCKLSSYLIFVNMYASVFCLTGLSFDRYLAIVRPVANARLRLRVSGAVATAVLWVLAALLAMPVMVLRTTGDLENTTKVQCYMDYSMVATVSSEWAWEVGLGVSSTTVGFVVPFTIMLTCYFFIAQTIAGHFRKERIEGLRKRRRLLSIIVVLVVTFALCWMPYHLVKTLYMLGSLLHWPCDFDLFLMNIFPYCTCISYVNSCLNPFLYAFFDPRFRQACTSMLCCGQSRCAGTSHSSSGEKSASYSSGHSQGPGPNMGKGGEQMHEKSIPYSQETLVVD
697 NFkB inh = inhibitors of the PMA/ionomycin-induced NF-kB reporter in 697 B cells. 697 B-cell NF-kB luciferase reporter, 16 h. inhibition, % at 4 µM. actives 0.33% (n = 330,000). AID 435022; in the data active = inhibition above about 35%
UBC13 polyUb = human UBC13 polyubiquitination inhibition. actives 0.47% (n = 330,000). UBC13 polyubiquitin chain formation, TR-FRET. inhibition, % at 20 µM; in the data active = inhibition above about 45%, passing the limit was not always enough
Target sequence (P61088 whole entry, looked up): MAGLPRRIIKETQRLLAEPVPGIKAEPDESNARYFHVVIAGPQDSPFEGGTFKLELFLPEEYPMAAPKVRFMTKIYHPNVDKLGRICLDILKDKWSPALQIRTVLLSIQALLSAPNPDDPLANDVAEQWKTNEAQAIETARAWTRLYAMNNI
CXCR6 block = inhibitors of human CXCR6 receptor | inhibition, % at 20 µM | actives 0.36% (n = 360,000) | O00574 | CHO-K1 PathHunter CXCR6 beta-arrestin, luminescence; in the data active = inhibition above about 34%, passing the limit was not always enough;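 also: antagonist mode with CXCL16 agonist at 10 nM final; 0% = 10 nM CXCL16 with DMSO and 100% = unstimulated wells without agonist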
Gli-Sufu antag = antagonists of Gli-Sufu signaling. actives 0.74% (n = 340,000). inhibition, % at 5 µM. AID 588413. Sufu-KO-LIGHT fibroblasts, Gli luciferase reporter luminescence;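 active = inhibition above about 55%, limit read from the data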;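 also: 0% = DMSO-treated cells and 100% = wells with medium but no cells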
Jurkat NFkB inh = lowers PMA/ionomycin-induced NF-kB signal in Jurkat cells; inhibition, % at 4 µM; actives 0.53% (n = 330,000); PMA/ionomycin-induced NF-kB luciferase reporter, luminescence; in the data active = inhibition above about 50%
EBI2 antag = blocks human EBI2 receptor beta-arrestin signaling; P32249; EBI2 beta-arrestin recruitment, luminescence, 7a,25-OHC stimulated; inhibition, % at 5 µM; actives 0.81% (n = 360,000); AID 651636; in the data active = inhibition above about 38%;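 also: enzyme fragment complementation signal reports receptor beta-arrestin coupling in cells; 0% = agonist plus DMSO wells and 100% = wells without agonist; some results beyond the cut were filed as inactive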
CCR6 antagonist = CCR6 (human) receptor antagonism | P51684 | CHO-K1 CCR6 PathHunter beta-arrestin, luminescence, CCL20-stimulated | inhibition, % at 20 µM | actives 0.49% (n = 340,000) | AID 493098;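 active = compounds whose inhibition of the agonist-driven luminescence signal at 20 µM reaches about 50%, limit read from the data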;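 also: cells stimulated with CCL20 at 14 nM final; plate controls were DMSO with CCL20 for no effect and DMSO without agonist for full effect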
Target sequence (P51684 whole entry, looked up): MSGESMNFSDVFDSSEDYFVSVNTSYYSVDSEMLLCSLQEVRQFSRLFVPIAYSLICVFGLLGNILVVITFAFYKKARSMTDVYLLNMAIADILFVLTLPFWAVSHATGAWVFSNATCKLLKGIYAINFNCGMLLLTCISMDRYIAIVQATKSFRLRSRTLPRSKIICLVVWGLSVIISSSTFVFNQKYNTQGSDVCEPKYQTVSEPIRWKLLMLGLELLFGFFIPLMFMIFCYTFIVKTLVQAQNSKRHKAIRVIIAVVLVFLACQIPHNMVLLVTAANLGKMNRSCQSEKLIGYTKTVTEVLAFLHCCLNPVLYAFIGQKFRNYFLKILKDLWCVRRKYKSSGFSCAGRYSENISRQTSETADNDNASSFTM
The depositor's hits bear a star; x = no result given.

SMILES | APJ antagonist | 697 NFkB inh | UBC13 polyUb | CXCR6 block | Gli-Sufu antag | Jurkat NFkB inh | EBI2 antag | CCR6 antagonist
CN(C)CCSc1nc(N)c2c3c(sc2n1)CN(C)CC3 | 10 | -1 | 75* | 4 | 1 | -19 | -11 | 5
O=C(Nc1ccccc1)Nc1cccc(Cl)c1 | 10 | -47 | 2 | -1 | -41 | -41 | 4 | -6
CNc1cc([N+](=O)[O-])ccc1N/C=C/C(=O)c1cccs1 | 12 | 1 | -67 | 8 | 24 | -11 | 5 | 24
O=C(COC(=O)C1CC(O)CN1S(=O)(=O)c1ccc(Cl)cc1)c1ccccc1Cl (stereo unspecified) | 1 | -17 | 1 | -14 | -5 | -17 | 0 | 7
CN(Cc1nc(-c2cnccn2)no1)C1CC(C)(C)NC(C)(C)C1 | -14 | 15 | -9 | 2 | x | -2 | 0 | 1
O=C(CN(C(=O)CNS(=O)(=O)c1ccccc1)c1ccc2c(c1)OCCO2)NCc1ccco1 | 12 | 8 | 2 | -20 | 2 | 4 | 13 | 38
O=C(O)c1c(NC(=O)N2CCOCC2)sc2c1CCCC2 | 10 | 7 | 2 | -11 | -3 | -12 | 8 | -2
Cc1ccc(S(=O)(=O)NNC(=S)Nc2cccc(F)c2)cc1 | -11 | -11 | -5 | 3 | 1 | -8 | -21 | -8
COC(=O)CC(NS(=O)(=O)c1cccs1)c1cccc2ccccc12 (stereo unspecified) | 11 | 9 | 6 | 8 | 4 | -11 | 5 | 13
Cc1ccccc1C(=O)NC1CCN(CC(=O)Nc2ccc(Br)cc2)CC1 | 19 | -21 | 9 | 0 | 0 | 3 | 13 | 9
O=C(CCCC(=O)c1ccccc1)NCCc1ccccc1 | 10 | 14 | 6 | -6 | 9 | 6 | 4 | 8
CCC(C(=O)OCC(=O)N1CCN(c2ccc(OC)cc2)CC1)c1ccccc1 (stereo unspecified) | -42 | 1 | 5 | -1 | 5 | 5 | 0 | 3
COc1ccc(-c2noc(CCC(=O)N3CCN(c4cccc(C)c4C)CC3)n2)cc1 | x | 5 | x | -1 | 0 | x | -2 | 34
O=C(O)CCC(=O)Nc1nc(-c2ccccc2)cs1 | 5 | 17 | 4 | -5 | -81 | 8 | 2 | 21
COCCNC(=S)N(C)C1(c2ccccc2Cl)CCCCC1=O (stereo unspecified) | -4 | -13 | 5 | 5 | -13 | -1 | 1 | 7

Part of the list above, limited to CXCR6 block and 697 NFkB inh:
| Compound | CXCR6 block | 697 NFkB inh |
| --- | --- | --- |
| CN(C)CCSc1nc(N)c2c3c(sc2n1)CN(C)CC3 | 4 | -1 |
| O=C(Nc1ccccc1)Nc1cccc(Cl)c1 | -1 | -47 |

Additional results follow:
SMILES | APJ antagonist | 697 NFkB inh | UBC13 polyUb | CXCR6 block | Gli-Sufu antag | Jurkat NFkB inh | EBI2 antag | CCR6 antagonist
NC(=O)c1nnn(-c2cccc(C(F)(F)F)c2)c1-c1ccccc1 | 5 | 15 | 7 | 0 | 0 | 5 | 4 | 10
O=C(NCCCN1CCC(Cc2ccccc2)CC1)C1CC(=O)N(C2CCCCCC2)C1 (stereo unspecified) | 10 | 7 | 3 | 1 | 13 | -14 | -8 | 9
CCC1CCC(c2nnc(-c3ccc([N+](=O)[O-])cc3)o2)CC1 (stereo unspecified) | 10 | -22 | 6 | -5 | 11 | -8 | -7 | 2
CCOc1cc(S(=O)(=O)NCc2ccc(OC)cc2)c(OCC)cc1-n1cnnn1 | 34 | -27 | 1 | 0 | -7 | 57* | -2 | 14
Cc1ccnc(NS(=O)(=O)c2ccc(Cl)nc2)c1 | -15 | 14 | -4 | 1 | 6 | -4 | -15 | 1
COc1ccc([C@H]2CC(=O)C=C(c3cccc(OC)c3OC)C2)cc1OC | 8 | -4 | 4 | -10 | 18 | 17 | 3 | -2
COc1ccc(C)cc1NC(=O)c1cc2c(=O)n3ccccc3nc2n1C | -6 | 15 | 12 | -2 | 10 | 7 | 1 | 8
Cc1nnc(SCC(=O)Nc2cccc(S(=O)(=O)NC3=NCCCCC3)c2)n1Cc1ccccc1 | -9 | -3 | -10 | -1 | 0 | -13 | 5 | 4
Cc1ccc(NC(=O)CSc2nc(NS(=O)(=O)c3ccc(C)cc3)cc(=O)[nH]2)cc1 | 16 | 11 | -4 | -4 | -4 | 16 | -1 | 0
Cc1cc(Br)c(S(=O)(=O)n2nnc3ccccc32)cc1C | 4 | 0 | -1 | -3 | -1 | -10 | -2 | 0
O=C(Cc1cccc2ccccc12)NN1C(=O)C2C(C1=O)C1C=CC2C12CC2 (stereo unspecified) | -1 | 0 | 20 | 1 | -10 | 11 | -5 | 12
CCOc1ccccc1NC(=O)CCNS(=O)(=O)c1ccc2[nH]c(=O)oc2c1 | 22 | -37 | -2 | -2 | -10 | 6 | 10 | -4
Brc1cc2c(cc1/C=N/Nc1nc(N3CCCC3)nc(N3CCOCC3)n1)OCO2 | -6 | 22 | -4 | -5 | 7 | 2 | -1 | 0
CSc1cc(-c2ccc(Cl)cc2)c(C(=O)NC(C)C)s1 | -3 | 11 | -6 | 9 | -1 | -4 | 47* | 7
O=C(NC1=NCCS1)c1cccs1 | 12 | 9 | -1 | -12 | -4 | -2 | -5 | 12

Reprinted at random: six records from the list
SMILES | APJ antagonist | 697 NFkB inh | UBC13 polyUb | CXCR6 block | Gli-Sufu antag | Jurkat NFkB inh | EBI2 antag | CCR6 antagonist
Cc1ccc(NC(=O)CSc2nc(NS(=O)(=O)c3ccc(C)cc3)cc(=O)[nH]2)cc1 | 16 | 11 | -4 | -4 | -4 | 16 | -1 | 0
CCOc1ccccc1NC(=O)CCNS(=O)(=O)c1ccc2[nH]c(=O)oc2c1 | 22 | -37 | -2 | -2 | -10 | 6 | 10 | -4
O=C(NCCCN1CCC(Cc2ccccc2)CC1)C1CC(=O)N(C2CCCCCC2)C1 (stereo unspecified) | 10 | 7 | 3 | 1 | 13 | -14 | -8 | 9
O=C(CN(C(=O)CNS(=O)(=O)c1ccccc1)c1ccc2c(c1)OCCO2)NCc1ccco1 | 12 | 8 | 2 | -20 | 2 | 4 | 13 | 38
O=C(O)c1c(NC(=O)N2CCOCC2)sc2c1CCCC2 | 10 | 7 | 2 | -11 | -3 | -12 | 8 | -2
CN(C)CCSc1nc(N)c2c3c(sc2n1)CN(C)CC3 | 10 | -1 | 75* | 4 | 1 | -19 | -11 | 5

Next results.
SMILES | APJ antagonist | 697 NFkB inh | UBC13 polyUb | CXCR6 block | Gli-Sufu antag | Jurkat NFkB inh | EBI2 antag | CCR6 antagonist
COc1cc(C(=O)N2C(=O)c3cccc(N)c3C2=O)cc(OC)c1OC | 6 | 13 | 13 | -6 | 6 | -13 | -4 | 5
CC(C(=O)NCc1ccccc1)n1cc([N+](=O)[O-])cn1 (stereo unspecified) | 8 | 2 | 5 | 2 | 2 | 2 | 7 | 4
CC(C)C(Nc1ccc(S(=O)(=O)N2CCOCC2)cc1[N+](=O)[O-])C(=O)O (stereo unspecified) | -6 | 6 | -21 | 3 | 6 | -12 | -3 | 3
O=C(Cn1cncc1-c1ccc([N+](=O)[O-])cc1)Nc1ccccc1F | -11 | 4 | 11 | -7 | 12 | 14 | 0 | -10
CCn1ccnc1CN(C)Cc1cn(-c2ccc(C)cc2)nc1-c1cccc(C)c1 | 2 | 6 | 8 | 14 | 10 | -4 | -14 | 24
Cc1ccc(N(CC(O)CN2C(=O)NC(C)(C)C2=O)S(=O)(=O)c2ccc(C)cc2)cc1 (stereo unspecified) | 7 | 31 | -4 | -2 | 0 | 0 | -3 | 15
CCc1nnc(NC(=O)CSc2nnc(C3CCCCC3)n2-c2ccccc2)s1 | 12 | -22 | -31 | 0 | 13 | 3 | 4 | 3
O=C(Nc1ccccc1)c1sc2cc(C(F)(F)F)cnc2c1-c1cccs1 | -5 | 7 | 20 | -1 | 6 | -12 | 14 | 10
Cc1nc2ncnn2c(C)c1CCC(=O)NCc1ccc2c(c1)OCO2 | -13 | 10 | 1 | -1 | 4 | -6 | -21 | 11
O=C(CN1C(=O)c2ccccc2C1=O)Nc1sc2c(c1C(=O)NCc1ccco1)CCCC2 | -11 | -3 | -10 | 1 | -2 | 0 | 6 | 2
COC(=O)/C=c1\sc2n(c1=O)C(C)=CC(C)(C)N=2 | -16 | -31 | 0 | -3 | 6 | -7 | -6 | 6
Fc1cccc(COc2ccccc2CNc2ccccc2)c1 | x | x | x | -4 | -6 | x | 13 | 9
CN(C(=O)c1ccccc1-c1ncc[nH]1)C1CCCN(Cc2ccccc2F)C1 (stereo unspecified) | -60 | 8 | -4 | -6 | 1 | -8 | -2 | -2
COc1ccc(NC(=O)Nc2ccc3nonc3c2)cc1 | 8 | -43 | -10 | 8 | -22 | -35 | 6 | 8
Cc1ccc(C2CC(=O)NC(SCc3ccccc3)=C2C#N)o1 (stereo unspecified) | -2 | 22 | 6 | 5 | 1 | 8 | -1 | 22
CCN(C(=O)CSc1ncccn1)c1c(N)n(Cc2ccccc2)c(=O)[nH]c1=O | 17 | -1 | -3 | -4 | 2 | 20 | 4 | 7
Cc1ccc(S(=O)(=O)NC2(C(F)(F)F)C(=O)Nc3c2c(=O)[nH]c(=O)n3-c2ccccc2)cc1 (stereo unspecified) | -3 | 12 | 9 | -3 | 3 | 14 | -14 | 4
CNC(=O)Nc1cccc2cccnc12 | -13 | -6 | -8 | -3 | -10 | 4 | 1 | 2
COc1ccc(OCC(=O)O/N=C(\N)c2ccc(OC)c(OC)c2)cc1 | 8 | 3 | 8 | -8 | 1 | 4 | -4 | -10
CC(=O)c1cccc(NC(=O)CCc2nc3sc4c(c3c(=O)[nH]2)CCCC4)c1 | 14 | 15 | 13 | 2 | 1 | 12 | 0 | -1
O=C(NCc1ccccc1)c1ccc(NC2=NC3CS(=O)(=O)CC3S2)cc1 (stereo unspecified) | -7 | 12 | 7 | -4 | 18 | 14 | 0 | 2
CCc1cc(CC)c(/C=N/NC(N)=O)c(CC)c1/C=N/NC(N)=O | 12 | 13 | 6 | 3 | 1 | 15 | -12 | -4
COc1ccc(-c2ccc3c(c2)C2CC3CCN2Cc2ccc(OC(F)(F)F)cc2)cc1 (stereo unspecified) | x | x | x | -10 | -30 | x | 7 | 4
CCNc1nc(SC(C)C(=O)Nc2ccccc2)nc(N2CCOCC2)n1 (stereo unspecified) | 0 | -12 | -4 | -3 | -1 | 2 | -1 | 10
COc1cc2c(cc1Cl)/C(=C\CCN(C)C)c1ccccc1S2 | -11 | -3 | 25 | -6 | 20 | 6 | 0 | 20
Cn1c(=O)c2c(ncn2CC(=O)Nc2nccs2)n(C)c1=O | 10 | 27 | -4 | -8 | -3 | -4 | -6 | 6
CCN1CCc2c(sc(NC(=O)c3ccc(S(=O)(=O)N(CC)c4ccccc4)cc3)c2C(N)=O)C1 | 5 | -23 | 1 | 14 | 8 | 15 | 7 | 31
CC1(C)CC(=O)c2sc(NS(=O)(=O)c3ccc(Br)cc3)nc2C1 | 9 | 5 | -8 | -4 | 2 | -9 | 6 | 13
Cc1cc(C)c2nc(N3C(=O)C(O)=C(C(=O)c4ccco4)C3c3cccc(O)c3)sc2c1 (stereo unspecified) | 7 | -16 | -16 | 1 | 0 | -23 | 10 | 6
CCOC(=O)N1CCN(C(=O)C2CCCN(S(=O)(=O)c3ccc(C)cc3)C2)CC1 (stereo unspecified) | -12 | 6 | 9 | -3 | 9 | -3 | 1 | -9
COc1ccc(C(=O)N[C@H](C(=O)OCc2nc3ccsc3c(=O)[nH]2)C(C)C)cc1 | -5 | 1 | 0 | 0 | -22 | 25 | -6 | 7
Cc1nc(N)nc(Cl)c1CCC1OCCO1 | x | x | x | -2 | 2 | x | 1 | 12
CCn1c(/C=C/N(C(C)=O)c2ccccc2)[n+](CCCS(=O)(=O)[O-])c2cc(Cl)c(Cl)cc21 | 1 | 9 | 1 | -3 | -10 | 0 | -2 | 0
OCCC1CN(Cc2ccon2)CCN1CCc1ccccc1 (stereo unspecified) | -22 | 12 | 5 | 7 | -19 | -7 | 0 | -6
COc1ccccc1NC(=O)CSc1nnc(Cn2cnc3ccccc32)o1 | -2 | 17 | 4 | 4 | -2 | 4 | 9 | -1
COc1cccc(OCC(=O)Nc2ccccc2C(=O)Nc2ccc(C(=O)O)cc2)c1 | -6 | 24 | -6 | 1 | -25 | -7 | -3 | 14
O=C(Nc1ccc2c(c1)OCO2)c1cc(-c2ccc(O)cc2)on1 | 0 | -18 | 4 | -8 | -15 | -16 | 14 | 0
